# Bioassay records: PubChem, National Center for Advancing Translational Sciences (NCATS)
# Tau fluor cs: Counterscreen qHTS for Inhibitors of Tau Fibril Formation, Fluorescence Polarization; tau K18 P301L Alexa594 fluorescence, heparin fibrillization; Potency, µM (highest dose often 57.7 µM), without a hit: top-dose activity change, negative = decrease; 280,000 tested, 0.93% active; AID 1463, 2008; further: nearly all actives have a fitted effect of over 55% in size
#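 Human K18 P301L tau (15 uM unlabeled plus 0.24 uM Alexa 594-labeled, final) in 100 mM sodium acetate pH 7 was mixed with compound and 20 uM heparin and incubated 6 hr at 37 C.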
# TR SRC2 fluor cs: Total Fluorescence Counterscreen for Inhibitors of the Interaction of Thyroid Hormone Receptor and Steroid Receptor Coregulator 2; TRb/SRC2 Texas Red total fluorescence interference; Potency, µM (titrated, usually from 106 µM), inactives show top-dose fluorescence change, negative = quenching; 280,000 tested, 0.29% active; active means well fitted curve in either direction with a large enough effect; inconclusive means small, poorly fitted or top-dose-only effect
#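 Human TRβ ligand-binding domain (0.6 uM) and Texas Red SRC2 peptide (20 nM) in Tris buffer with 1 uM T3 and 5% DMSO were incubated with pinned compound for 5 hr at ambient temperature. Total fluorescence was computed as S + 2P (555/632 nm).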
# L3MBTL1 inh: qHTS Assay for the Inhibitors of L3MBTL1. Potency, µM (series often up to 57.1 µM), inactives show at the top dose activity, negative = inhibition, actives largely listed as inhibitors. Lethal(3)malignant brain tumor-like protein 1 (Homo sapiens), Q9Y468. 230,000 tested, 0.66% active. AID 485360, 2010. AlphaScreen L3MBTL1–H3K9me1 peptide binding; further: nearly all actives have a fitted effect of over 60% in size
# Target sequence (Q9Y468 whole entry, looked up): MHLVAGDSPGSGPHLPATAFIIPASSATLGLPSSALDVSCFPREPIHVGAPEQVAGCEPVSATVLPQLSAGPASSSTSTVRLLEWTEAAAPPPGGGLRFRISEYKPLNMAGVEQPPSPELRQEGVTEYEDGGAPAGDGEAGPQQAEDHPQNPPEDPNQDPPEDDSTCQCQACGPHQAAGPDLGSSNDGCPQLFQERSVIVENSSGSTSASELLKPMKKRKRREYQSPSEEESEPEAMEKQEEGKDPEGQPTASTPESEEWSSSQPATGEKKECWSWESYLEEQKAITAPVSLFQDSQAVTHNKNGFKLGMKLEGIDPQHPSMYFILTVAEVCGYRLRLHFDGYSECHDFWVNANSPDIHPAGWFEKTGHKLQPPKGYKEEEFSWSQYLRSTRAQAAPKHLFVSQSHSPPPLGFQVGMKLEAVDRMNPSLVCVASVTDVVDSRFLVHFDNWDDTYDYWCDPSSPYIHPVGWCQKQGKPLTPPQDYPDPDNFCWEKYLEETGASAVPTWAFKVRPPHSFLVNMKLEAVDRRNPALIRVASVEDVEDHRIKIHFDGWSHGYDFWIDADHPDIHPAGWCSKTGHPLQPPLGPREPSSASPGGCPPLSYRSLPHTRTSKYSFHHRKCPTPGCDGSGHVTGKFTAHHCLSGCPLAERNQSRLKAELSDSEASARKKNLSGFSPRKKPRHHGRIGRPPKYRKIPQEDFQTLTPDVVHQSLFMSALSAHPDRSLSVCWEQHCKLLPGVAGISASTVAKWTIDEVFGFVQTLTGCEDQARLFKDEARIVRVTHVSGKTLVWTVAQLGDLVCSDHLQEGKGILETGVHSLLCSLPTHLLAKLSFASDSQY
#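 AlphaScreen assay: L3MBTL1 (50 nM final) was preincubated 30 min at room temperature with biotinylated H3(1-15)K9me1 peptide (75 nM final), then 30 min with library compounds; streptavidin donor and nickel chelate acceptor beads (10 ug/mL final) added, 30 min dark.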
# GLA spleen mod: qHTS Assay for Inhibitors and Activators of Human alpha-Galactosidase From Spleen Homogenate; Potency, µM (series often up to 80 µM), without a hit: top-dose activity change, negative = inhibition, hits mostly inhibitors; 240,000 tested, 0.008% active; AID 2107, 2009; Alpha-galactosidase A (Homo sapiens), P06280; human spleen homogenate, 4MU-alpha-Gal fluorescence, 40 min;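 further: 0% = enzyme with vehicle and -100% = no enzyme basal signal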
#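 Inhibition or activation of alpha-galactosidase in human spleen homogenate is scored by 4-MU fluorescence after 40 min at 37C, pH 5.0, with 1 mM substrate. AC50s come from concentration-response fitted to the Hill equation.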
# ALDH1A1 block: qHTS Assay for Inhibitors of Aldehyde Dehydrogenase 1 (ALDH1A1). Potency, µM (top dose mostly 75.3 µM), without a hit: at the highest dose activity, negative = inhibition, most hits filed as inhibitors. Aldehyde dehydrogenase 1A1 (Homo sapiens), P00352. Purified ALDH1A1, NADH fluorescence, propionaldehyde substrate. 220,000 tested, 7.3% active. AID 1030, 2008; active means well fitted inhibition curve with a large enough effect, not every such curve was filed as active; inconclusive means small, poorly fitted or top-dose-only effect, or another doubt; inactive means no such curve, though single readings can be large or run the other way;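 further: plate controls were no enzyme wells and a reference inhibitor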
# Tau fibril ThT: qHTS for Inhibitors of Tau Fibril Formation, Thioflavin T Binding | 270,000 tested, 2.1% active | Potency, µM (series often up to 57.4 µM), inactives show top-dose activity, negative = inhibition, usual class: inhibitors | recombinant tau K18 P301L, heparin-induced fibrillization, ThT fluorescence | AID 1460, 2008 | Microtubule-associated protein tau (Homo sapiens), P10636; further: nearly all actives have a fitted effect of over 55% in size
# Target sequence (P10636 561-689 P618L limits assumed): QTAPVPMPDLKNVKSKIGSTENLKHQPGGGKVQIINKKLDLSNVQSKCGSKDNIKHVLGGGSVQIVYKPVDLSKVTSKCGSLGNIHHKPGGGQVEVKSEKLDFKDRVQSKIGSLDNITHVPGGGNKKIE
#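 Tau K18 P301L fragment (15 uM unlabeled plus 0.24 uM Alexa 594-labeled) in 100 mM sodium acetate pH 7 with compound, fibrillization induced by 20 uM heparin for 6 hr at 37 C. Thioflavin T (30 uM) added, fluorescence read after 1 hr (ex 450, em 510 nm).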
# TRb-SRC2 inh: qHTS for Inhibitors of the Interaction of Thyroid Hormone Receptor and Steroid Receptor Coregulator 2; Thyroid hormone receptor beta (Homo sapiens), P10828; TRbeta-SRC2 peptide binding, fluorescence polarization; receptor liganded with 1 µM T3; Potency, µM (series often up to 106 µM), without a hit: at the highest dose activity change, negative = inhibition, usual class: inhibitors; 280,000 tested, 0.065% active;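 further: plate controls were bound peptide for no effect and peptide without receptor for full effect; nearly all actives have a fitted effect of over 50% in size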
#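 Read-out is fluorescence polarization (555 nm excitation, 632 nm emission) of a Texas Red SRC2 coactivator peptide; loss of signal reflects blocked binding to human TRb ligand-binding domain in the presence of 1 uM T3.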
# Tau FP inhib: qHTS for Inhibitors of Tau Fibril Formation, Fluorescence Polarization | Microtubule-associated protein tau (Homo sapiens), P10636 | K18 P301L tau heparin fibrillization, Alexa594 FP, 6 h | Potency, µM (top dose mostly 57.7 µM), inactives show at the highest dose activity, negative = inhibition, most hits filed as inhibitors | 280,000 tested, 0.39% active; further: nearly all actives have a fitted effect of over 55% in size
#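 Heparin (20 uM) drove fibril formation of recombinant tau K18 P301L, 15 uM unlabeled with 0.24 uM Alexa 594 label, for 6 hr at 37 C in 100 mM sodium acetate pH 7. Fluorescence polarization (555/632 nm) read 1 hr after 30 uM ThT.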
# * marks the source's active call; other numbers are inactive results; ? = inconclusive; nt = no result given; [ ] = another dose, or the depositor's remark. Unless noted, the call rests on the fitted dose curve; in most records, active means well fitted curve in the direction sought with a large enough effect; inconclusive means small, poorly fitted or top-dose-only effect, or another doubt; inactive means no such curve, though single readings can be large; an effect the other way counts as inactive or inconclusive. Unless noted, on the % scale 0 is the no-effect control and ±100 the full control effect; potency means the concentration at half of the fitted maximal effect.
no.	Compound	Tau fluor cs	TR SRC2 fluor cs	L3MBTL1 inh	GLA spleen mod	ALDH1A1 block	Tau fibril ThT	TRb-SRC2 inh	Tau FP inhib
1	Cc1[nH]c2ccccc2c1C(=O)COC(=O)C1CC(=O)N(Cc2ccco2)C1 (stereo not given)	-5%	-2%	-7%	5%	?	-6%	-1%	7%
2	Cn1c(SCC(=O)c2ccccc2)nnc1-c1cccs1	-1%	-3%	nt	9%	nt	0%	9%	-3%
3	CC1(C)C(=O)OC(c2cccs2)C(C)(C)C1=O (stereo not given)	-8%	-6%	1%	-2%	-5%	-5%	0%	-4%
4	O=C(NC(=S)Nn1cnc2c(cnn2-c2ccccc2)c1=O)c1ccc(Cl)cc1	-8%	-1%	-6%	-4%	?	-15%	-24%	4%
5	S=C(NCCCn1ccnc1)Nc1cccc(Cl)c1	-4%	-1%	-4%	-5%	?	-2%	2%	-3%
6	CCCC1=Nc2cc(C(=O)NCc3ccccc3)ccc2Sc2ccccc21	-27%	-1%	nt	nt	nt	-14%	-8%	-13%
7	CCc1ccccc1NC(=O)CSc1nc2n[nH]c(C)c2c(=N)n1-c1ccc(OC)cc1	-13%	4%	23%	-3%	-4%	-11%	6%	5%
8	CCOc1cc(C#N)c(NC(=O)c2ccco2)cc1OCC	-16%	-3%	9%	-4%	?	-12%	4%	-7%
9	N#Cc1ccccc1Cn1c(SCC(=O)Nc2ccc(F)cc2)nc2ccccc21	-30%	0%	nt	nt	nt	5%	-1%	?
10	O=C(O)c1ccc(NCc2ccncc2)cc1	-4%	3%	nt	6%	-10%	-6%	-11%	-6%
11	C[C@H](O)C(=O)Nc1c(I)c(C(=O)NC(CO)CO)c(I)c(C(=O)NC(CO)CO)c1I	nt	-2%[53 µM]	nt	4%[29.1 µM]	2%[20.9 µM]	nt	0%[53 µM]	nt
12	O=c1[nH]n2c(=O)c3c([nH]c2c1N=Nc1cccc(C(F)(F)F)c1)CCCC3	-25%	-11%	-2%	1%	0%	2.8µM*	4%	0%
13	Cc1ccc(NC(=O)N2CCC(O)(c3cccnc3)CC2)cc1	-4%	1%	nt	-1%	-2%	-6%	-2%	6%
14	CCOC(=O)C1=C(CS(=O)(=O)c2ccccc2)NC(=O)NC1c1ccccc1OCC (stereo not given)	-9%	-1%	nt	0%	12%	-15%	2%	-5%
15	COC(=O)CN(c1cccc(F)c1)S(C)(=O)=O	-7%	0%	nt	2%	5%	-6%	-1%	4%
16	COc1ccc(-c2nc(CSCC(=O)NCc3ccco3)c(C)o2)cc1	-4%	-2%	-4%	6%	?	?	-4%	-7%
17	Clc1ccc(OCc2nc(-c3ccccn3)no2)c(Br)c1	-22%	-2%	-9%	2%	7%	?	3%	6%
18	CCOc1cc2c(cc1/C=C/C(=O)O)OC(C)C2 (stereo not given)	17%	-3%	nt	?	nt	nt	-1%	9%
19	Cc1sc2nc(COC(=O)c3c(F)cccc3F)[nH]c(=O)c2c1C	5%	-1%	9%	2%	0%	3%	-6%	2%
20	Cc1nn(Cc2ccccc2)c(Cl)c1C(=O)OCC(=O)NC(=O)NC12CC3CC(CC(C3)C1)C2	-11%	-20%	-6%	8%	3%	-7%	4%	4%
21	O=C(CSc1ncn[nH]1)Nc1ccc(OCc2ccccc2)cc1	-7%	-3%	-18%	8%	-10%	-9%	-8%	-4%
22	CCOc1ccc2nc(N3CCCC(C(=O)N4CCN(CC)CC4)C3)sc2c1 (stereo not given)	-6%	-6%	-2%	-9%	2%	-6%	4%	0%
23	CCn1cc(C(=O)N2CCN(c3cccc(Cl)c3)CC2)c(=O)c2cc(S(=O)(=O)N3CCCCC3)ccc21	-5%	2%	nt	nt	nt	-7%	-9%	-6%
24	O=C(O)c1ccccc1C(=O)NC1CCCCNC1=O (stereo not given)	-8%	0%	-2%	-1%	?	-2%	4%	-5%
25	CCOC(=O)c1nn(-c2ccccc2)cc1O	-13%	0%	nt	2%	nt	-9%	0%	1%
26	S=C1NC2(CCCCC2)N=C1c1ccccc1	-2%	-5%	-2%	-6%	-3%	-7%	2%	-2%
27	O=C(Cn1cnc([N+](=O)[O-])n1)N/N=C/c1cccc2ccccc12	-30%	-2%	2%	-21%	5%	-15%	5%	-4%
28	O=C(NCc1ccc(Cl)cc1Cl)c1cccc(N2CCCS2(=O)=O)c1	-29%	-7%	nt	nt	nt	-12%	-3%	3%
29	CC(C)c1ccc(/C=C/C(=O)N2CCc3ccccc3C2)cc1	-5%	-1%	7%	2%	-6%	?	7%	5%
30	O=C(OCn1nnc2ccccc2c1=O)c1ccc(N2CCOCC2)c([N+](=O)[O-])c1	-29%	-8%	-2%	-5%	?	?	-15%	1%
31	CCNc1nc(NCC)n2c(SCC(=O)O)nnc2n1	0%	-2%	nt	-2%	2%	-6%	-2%	-8%
32	O=c1cc(CN2CC(O)Cc3ccc4ccccc4c32)nc2sccn12 (stereo not given)	-13%	-1%	-3%	12%	?	-8%	8%	7%

# A different layout for some results above:
(26) S=C1NC2(CCCCC2)N=C1c1ccccc1
(27) O=C(Cn1cnc([N+](=O)[O-])n1)N/N=C/c1cccc2ccccc12
(28) O=C(NCc1ccc(Cl)cc1Cl)c1cccc(N2CCCS2(=O)=O)c1
(29) CC(C)c1ccc(/C=C/C(=O)N2CCc3ccccc3C2)cc1
assay / entry,26,27,28,29
Tau fluor cs,-2%,-30%,-29%,-5%
TR SRC2 fluor cs,-5%,-2%,-7%,-1%
L3MBTL1 inh,-2%,2%,nt,7%
GLA spleen mod,-6%,-21%,nt,2%
ALDH1A1 block,-3%,5%,nt,-6%
Tau fibril ThT,-7%,-15%,-12%,?
TRb-SRC2 inh,2%,5%,-3%,7%
Tau FP inhib,-2%,-4%,3%,5%

# (next part)
no.	Compound	Tau fluor cs	TR SRC2 fluor cs	L3MBTL1 inh	GLA spleen mod	ALDH1A1 block	Tau fibril ThT	TRb-SRC2 inh	Tau FP inhib
33	COc1ccc(C(=O)N/C(=C\c2ccc3c(c2)OCO3)C(=O)Nc2ccc(C(=O)O)cc2)cc1	10%	-7%	1%	0%	-12%	4%	-4%	6%
34	CCOc1ccc(/C=C/c2nc(C#N)c(NC(C)c3ccccc3)o2)cc1 (stereo not given)	?	0%	nt	nt	nt	?	0%	?
35	Cc1c(C(=O)N2CCC(C)CC2)cccc1[N+](=O)[O-]	-6%	-2%	5%	-7%	-8%	-2%	-8%	-2%
36	CCOC(=O)C1CCCN(C(=O)COc2ccccc2F)C1 (stereo not given)	-2%	-3%	2%	6%	-7%	-1%	-1%	3%
37	CCOC(=O)c1ccc(Oc2nc(NC)nc(OC)n2)cc1	-7%	0%	13%[11.4 µM]	4%	14%	-7%	-1%	2%
38	Cc1ccc2[nH]c(=O)c(CN(CC3CCCO3)C(=S)NCc3ccco3)cc2c1 (stereo not given)	-10%	1%	-4%	-5%	?	6%	-10%	?
39	Cc1cc2c(c(=O)n1Cc1cccnc1)C(c1ccc(F)cc1)C(C#N)=C(N)O2 (stereo not given)	3%	-5%	1%	0%	3%	0%	1%	-1%
40	Cc1ccc(C(=O)OCC(=O)c2cc(C)n(CC3CCCO3)c2C)cc1 (stereo not given)	-7%	4%	?	6%	-6%	-12%	2%	2%
41	O=C(NCCc1ccccc1Cl)C1CCN(S(=O)(=O)c2cccs2)CC1	-12%	0%	nt	-8%	?	-3%	-24%	3%
42	CCOc1ccc(C2C(C(=O)Nc3ccc(OC)cc3)=C(C)Nc3nc(SCc4ccc(Cl)cc4)nn32)cc1 (stereo not given)	0%	-1%	nt	nt	nt	?	3%	-13%
43	O=C(C1CC1)N1CCC(c2nc(-c3ccc(S(=O)(=O)N4CCCC4)cc3)no2)CC1	-13%	1%	nt	3%	?	-16%	-4%	-1%
44	COCCOCC(O)CN1CCN(c2ccccc2)CC1 (stereo not given)	1%	3%	nt	-4%	?	-6%	-17%	9%
45	Cc1ccc(N(C(=O)CS(=O)CC(=O)Nc2ccc(F)cc2)C(C(=O)NC2CCCCC2)c2ccco2)cc1 (stereo not given)	7%	0%	0%	3%	-4%	6%	15%	11%
46	CC(C)(C)NC(=O)NC(=O)CN1CCN(c2ccc(O)cc2)CC1	-21%	-7%	4%	-1%	22µM*	?	-3%	-12%
47	COc1cccc(CNC(=O)C2CCN(S(=O)(=O)N3CCCCC3)CC2)c1	0%	0%	2%	3%	10µM*	1%	5%	-5%
48	CC(NC(=O)C1CCCN(S(=O)(=O)c2cnc[nH]2)C1)c1ccccc1 (stereo not given)	-7%	-1%	nt	6%	12%	-1%	-7%	-7%
49	CCC(C)n1c(=O)c2sccc2n2c(CCCC(=O)Nc3ccc(F)cc3)nnc12 (stereo not given)	-6%	-1%	nt	nt	nt	3%	-5%	-7%
50	Cc1cc(C)c(NC(=O)C2CCN(S(=O)(=O)c3c(C)noc3/C=C/c3ccccc3F)CC2)c(C)c1	4%	-12%	nt	nt	nt	6%	2%	-7%
51	COc1ccc(-c2nc3ncccn3c2Br)cc1	0%	-6%	0%	15%	?	-19%	0%	4%
52	OCCC1CN(Cc2ccc3c(c2)CCO3)CCN1C1CCCC1 (stereo not given)	5%	-3%	-15%	11%	?	6%	-6%	10%
53	N#C/C(=C\c1ccco1)C(=O)NCC1CCCO1 (stereo not given)	-12%	2%	?	-3%	-11%	-9%	4%	-11%
54	O=C(Cc1ccccc1[N+](=O)[O-])N1CCN(c2ccccc2F)CC1	-7%	1%	?	-8%	-3%	-7%	-6%	4%
55	COCCn1c(SCC(=O)NNC(=O)Cc2ccccc2)nc2ccccc2c1=O	7%	-7%	10%	7%	-6%	1%	2%	0%
